HT1080 viability = cytotoxicity in HT1080 fibrosarcoma cells, cell-based, fluorescence readout (AID 620); HT1080 viability, fluorescence; higher % means a stronger effect; hit rate 0.42% among 87,000; cytotoxicity, % at 10 µM; hits with a dose series show EC50 in µM; in the data active = cytotoxicity above about 50%;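 also: cells exposed to compound overnight then 4 h with Alamar Blue; 0% = vehicle DMSO and 100% = killing control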
* hit, by the source's call. Not all compounds are listed. The share of hits here may be higher or lower than overall.

SMILES	HT1080 viability
O=C(c1ccco1)N1CCN(C(=O)c2cc(-c3ccccc3)nc3ccccc23)CC1	4%
Cc1ccccc1Cn1ccc(NC(=O)c2cnn3c2NC(c2ccccc2)CC3C(F)(F)F)n1 (stereo unspecified)	-6%
C=CCc1c(C)nc(C)nc1N/N=C/c1ccccc1	11%
CCCCOC(=O)c1c(C)oc2ccc(NS(=O)(=O)c3ccc4c5c(cccc35)C(=O)N4)cc12	-2%
O=C(CSc1ccccc1)N1CCc2ccccc21	-8%
O=C(NC1CCN(S(=O)(=O)c2ccccc2)CC1)C1CCCCC1	1%
COc1ccc(N(CC(=O)NC2CCCCC2)C(=O)CNC(=O)c2ccco2)cc1OC	-6%
COC(=O)C(C)N(c1ccc(C)cc1)S(=O)(=O)c1c(C)[nH]c(=O)[nH]c1=O (stereo unspecified)	-7%
O=C(CN1CCCN(Cc2ccc(F)cc2Cl)C1=O)NC1CCCCCCC1	-6%
O=C(Nc1cc(S(=O)(=O)N2CCOCC2)ccc1Cl)C(=O)c1c(-c2ccccc2)cc2ccccn12	12%
CCSc1nc2ccccc2n1C(=O)Oc1ccccc1	1%
C=CCOC(=O)C1=C(C)Nc2nnnn2C1c1cccs1 (stereo unspecified)	37%
CCN1CCN(C(C)C(=O)Nc2c(C)n(C)n(-c3ccccc3)c2=O)CC1 (stereo unspecified)	-8%
Cc1sc(NC(=O)c2ccco2)c(C(c2cccnc2)N2CCC(C)CC2)c1C (stereo unspecified)	-14%
N#Cc1ccc(-n2nccc2-c2cnc3n(c2=O)CCS3)cc1	4%
COc1ccccc1-c1cnnc(N/N=C/c2ccc(-c3cccc(Br)c3)o2)n1	-1%
CC(=O)n1cc(/C=N/NC(=O)c2sc(C)nc2C)c2ccccc21	-10%
CC(C)C[C@H](NC(=O)OC(C)(C)C)c1nnc(SCc2ccccc2)o1	-6%
CCN1CCN(S(=O)(=O)c2cccs2)CC1	-5%
COC(=O)c1c(C(=O)OC)c(-c2ccc(C)cc2)n2c1CS(=O)(=O)C2	17%
CCNC(=O)CCSc1nc2cc(Cl)ccc2o1	12%
CNCCCOc1cccc(OC(C)C)c1	-18%
CCOc1ccc(N=c2oc3cc(O)ccc3cc2C(=O)NCC2CCCO2)cc1 (stereo unspecified)	8%
COCCn1nnnc1CN(CCc1ccccc1)Cc1cc2cc(OC)ccc2[nH]c1=O	5%
CCC(=O)NC(Nc1ncc(C)s1)(C(=O)OC)C(F)(F)F (stereo unspecified)	9%
CCOC(=O)COc1c(Br)cc(C2NC(=O)NC(C)=C2C(C)=O)cc1OC (stereo unspecified)	-16%
CCOC(=O)Cn1nc(C)c2c1CCCC2=O	-4%
Cc1c(C(=O)N2CCCC2)sc(NC(=O)c2cccc(Cl)c2)c1C#N	6%
O=C(CSc1nnc(Cc2ccc3c(c2)OCO3)n1C1CCCCC1)NC1CCCC1	6%
O=C(C[n+]1ccc(C(=O)N/N=C/c2ccc(OCc3ccccc3)cc2)cc1)c1ccccc1	2%
CCOC(=O)c1ccc(CNC(=O)CSc2nc(NC(=O)c3ccccc3)c3c(C)c(C)oc3n2)cc1	-13%
CCOC(=O)C(NC(=O)c1ccccc1)(OCC1(CC)COC1)C(F)(F)F (stereo unspecified)	0%
Cc1ccc2[nH]c(=O)c(C(c3nnnn3C3CCCC3)N3CCCc4ccccc43)cc2c1 (stereo unspecified)	-13%
COc1cc(C)nc(N2CCCC(C(=O)NCC(C)C)C2)n1 (stereo unspecified)	20%
CCC1=C(OC(=O)N(CC)CC)N2C(=O)OC(=NCC(=O)OC)[C@]2(Cc2ccccc2)[C@H]2C1=CC[C@H]1C(=O)N(C)C(=O)[C@H]12	-10%
CN(C(=O)c1ccco1)c1nc(CC(=O)Nc2ccccc2)cs1	-5%
CC(C)(C)C(=O)Nc1cc2nn(-c3ccccc3)nc2cc1Cl	1%
CC1(C)Cc2c(ccc3ccccc23)C(=O)N1	-4%
Cc1ccc(C(=O)CN(C(=O)c2ccc(Cl)c(Cl)c2)N2C(=O)C3CCCCC3C2=O)cc1 (stereo unspecified)	6%
COCCN1CCn2c(nc3cc(NC(=O)c4cccs4)ccc32)C1	-8%
CC1=CC(c2ccc(Cl)cc2)n2nc(N3C(=O)CCC3=O)nc2N1 (stereo unspecified)	-10%
CC1CSc2nc3sc4c(c3c(=O)n21)CCCC4 (stereo unspecified)	2%
Cn1c(-c2sc3ccccc3c2Cl)n[nH]c1=S	-8%
Cc1cc(C)c(S(=O)(=O)c2ccccc2)c(OC(=O)c2ccc(Cl)cc2Cl)n1	2%
Cc1cc(N2CCCCC2)nc(N2CCOCC2)n1	-6%
Cc1ccccc1C(=O)NNC(=O)Cc1ccccc1	-1%
Cn1c(CNC(=O)c2ccc(Cl)cc2)nnc1SCC(=O)Nc1sc2c(c1C#N)CCCC2	-3%
Cc1nonc1NCn1nnc2ccccc21	-5%
COc1ccc(N2CCN(c3nc(Cl)nc(N4CCOCC4)n3)CC2)cc1	5%
Cc1ccc(-c2ccc(CCC(=O)O)o2)cc1	-4%
CC1(C)CC(=O)C(C=Nc2ccccc2Sc2ccccc2)=C(O)C1	3%
O=C(Nc1ccc2c(c1)OCO2)N1CCN(c2ccccc2Cl)CC1	2%
COCCNC(=O)c1cc2ncc(Br)cn2n1	1%
CC(C)Cn1c(N)c(C(=O)COC(=O)c2cc(C(F)(F)F)nc3ccccc23)c(=O)n(C)c1=O	23%
COCCNC(=O)CN(Cc1ccc(Cl)cc1)S(C)(=O)=O	24%
C=CCc1c(C)nc(SC)nc1Nc1ccc(C)cc1	8%
CCNC(=O)CSc1nnc(C2CC2)n1-c1ccccc1	-10%
COc1cc(/C=N/NC(=O)CCc2c(C)n[nH]c2C)cc(OC)c1OC	-13%
CNC(=O)CSc1nc(N)c2c3c(sc2n1)CCC3	4%
Cc1ccc2nc(-c3ccccc3)c(NC(=O)c3ccco3)n2c1	1%

The list continues.
SMILES	HT1080 viability
COC(=O)c1cnc2ccccc2n1	-9%
COc1ccc(C2C3=C(CC(C)(C)CC3=O)Oc3ncn(Cc4ccccc4)c(=N)c32)cc1 (stereo unspecified)	-6%
CCC(=O)Nc1sc2c(c1C(=O)N(C)C)CCCCC2	2%
Oc1ccccc1-c1n[nH]c(=S)n1Cc1ccco1	-5%
COc1ccc(CC(NC(C)=O)C(=O)NC2CCN(S(=O)(=O)c3cccc4ccccc34)CC2)cc1OC (stereo unspecified)	6%
NS(=O)(=O)c1ccc(S(=O)(=O)N2CCCC2)cc1	-5%
COc1nnc(-c2ccc(N3CCCCC3)c(NC(=O)C3CCCCC3)c2)c2ccccc12	-21%
CC(CN1CCCCC1)OC(=O)C(C)(c1ccccc1)c1ccccc1 (stereo unspecified)	-10%
Nc1ccccc1N1CCN(C(=O)c2ccccc2)CC1	-1%
C/C(N)=C(/C#N)C(=O)COC(=O)CC12CC3CC(CC(C3)C1)C2	5%
COc1ccccc1N(CC(=O)NC1CCCCC1)C(=O)c1csnn1	-10%
CC(Sc1nc(-c2ccccc2)cc(=O)[nH]1)C(=O)O (stereo unspecified)	-1%
CCC(NC(=O)C1CCC1)c1ccccc1 (stereo unspecified)	-4%
Cc1ccc(NS(=O)(=O)c2ccc(CCC(=O)NC3CC3)cc2)cc1	-1%
Cc1occc1C(=O)Nc1ccc(Br)cc1F	-6%
O=C(c1ccccc1Oc1ccccc1)N1CCN(c2ccccc2F)CC1	-14%
CCN(CC)c1ccc(C=Nc2ccccc2)c(O)c1	5%
Cc1ccc(-n2c(Cc3cccs3)nnc2SCC(N)=O)cc1	4%
C=CCNc1ncnc2c1[nH]c1ccc(Cl)cc12	-1%
O=C(CN1CCN(Cc2ccccc2F)C1=O)NCc1ccco1	5%
COc1ccccc1-c1nnc(SCC(=O)c2ccc(C3CCCCC3)cc2)n1Cc1ccco1	-16%
COc1ccc(N(C)C(=O)c2cnc(N3CCN(c4ncccn4)CC3)c3ccccc23)cc1	-9%
O=C(Nc1ncc(Cc2cccc(Cl)c2)s1)C1CCCO1 (stereo unspecified)	-22%
CC1(C)NC(=O)N(CCCCOc2ccc3ccccc3c2Cl)C1=O	-7%
O=c1c2c(nc3c(-c4ccccc4)c[nH]n13)CCC2	-1%
COc1ccc(C(NC(=O)CC(C)C)NC(=O)CC(C)C)cc1OC	-15%
Cc1ccnc(NS(=O)(=O)c2ccc(NC(=O)C34CC5CC(C)(CC(C)(C5)C3)C4)cc2)n1	-15%
CN(C(=O)c1ccc(C(=O)N(C)C2CCCCC2)cc1)C1CCCCC1	-5%
CCOC(=O)c1cc(NC(=O)CSc2nnc(CN3CCOCC3)n2C)ccc1Cl	-8%
Cc1ccc(C(=O)c2ccc([N+](=O)[O-])cc2)cc1	-14%
COc1ccc(-c2nc3c4ccccc4[nH]c(=O)n3n2)cc1	0%
O=C(COc1ccc(Cl)cc1)NCCSc1ccccc1	-21%
CCCn1c(-c2cccs2)nc2nc3ccccc3nc21	-5%
CC(Oc1ccccc1)C(=O)Nc1nc2c(s1)C(=O)CC(C)(C)C2 (stereo unspecified)	-14%
O=C(CCc1ccc(S(=O)(=O)NCc2ccccc2)cc1)N1CCN(Cc2ccc3c(c2)OCO3)CC1	-17%
Cn1nnc(NC(=O)c2ccccc2)n1	3%
COC(=O)N1[C@H](C)C=C[C@]1(Cc1ccccc1)C(=O)O	91%*
COc1cccc(NC(=O)CSCC(=O)O)c1	-7%
CCOc1ccc(CN2CCN(C(=O)c3cccc(F)c3)CC2)cc1	-8%
O=C(Cn1nc(-c2ccc(Cl)cc2)c2ccccc2c1=O)Nc1cccnc1	-13%
COC(=O)c1ccccc1S(=O)(=O)C(C)(C)C	8%
CCN(CC)c1ccc2cc(C(C)=O)c(=O)oc2c1	-3%
CCCn1c(N)c(C(=O)CSc2nc(C)cs2)c(=O)n(C)c1=O	9%
CCOC(=O)c1sc(NC(=O)C2C3C=CC(C3)C2C(=O)O)nc1C (stereo unspecified)	5%
CCOC(=O)CSc1ncc(-c2ccccc2)nn1	-1%
CCCNS(=O)(=O)c1ccc(CCC(=O)N2CCN(CC)CC2)cc1	-7%
N/C(=N\OC(=O)c1ccccc1Cl)c1cccnc1	-1%
Nc1ccc(C(=O)OCC(=O)NC2CCCc3ccccc32)cc1[N+](=O)[O-] (stereo unspecified)	5%
O=C(CNC(=O)c1cccc(Br)c1)NCCc1nc2ccccc2[nH]1	-10%
CCOC(=O)CN(C(=O)CCC(=O)Nc1cc(C)on1)C(C(=O)NC1CCCC1)c1cccnc1 (stereo unspecified)	15%
NC(=O)CSc1nnc(-c2ccc(S(=O)(=O)N3CCCC3)cc2)o1	-2%
Cc1ccc(S(=O)(=O)CCc2nnc(N)s2)cc1C	8%
CCCOc1ccc(C(C(=O)OCCN(CC)CC)c2ccccc2)cc1 (stereo unspecified)	-5%
CN(C)N=Nc1ccc(S(=O)(=O)N2CCSC2C(=O)O)cc1 (stereo unspecified)	8%
CC(C)C(NC(=O)c1ccc(C(C)(C)C)cc1)C(=O)O (stereo unspecified)	5%
COc1ccc(-c2ccc(C#N)c(SCC(=O)Nc3sc4c(c3C#N)CCC4)n2)cc1OC	-12%
CCOc1ccc(N/C(C)=C/C(=O)c2ccc(C)o2)cc1	-2%
Cc1c(NC(=O)CSc2nnnn2C)c(=O)n(-c2ccccc2)n1C	-16%
Cc1ccc2c(c1)N(CC(=O)NCc1cccs1)C(=O)C(C)O2 (stereo unspecified)	-15%
CCn1c(SCC(=O)c2ccc3ccccc3c2)nnc1-c1ccco1	-8%

Next records follow.
SMILES	HT1080 viability
CN(C)c1ccc(/C=N/N2C(=S)SC(C)(C)C2N(O)C(=O)Nc2ccc([N+](=O)[O-])cc2)cc1 (stereo unspecified)	-30%
Nc1nnc(SCC(=O)Nc2cc(C(F)(F)F)ccc2N2CCOCC2)s1	4%
Cc1cc(C)c(NC(=O)C2CCN(c3cnccn3)CC2)c(C)c1	-6%
O=C(CCSc1nc(-c2ccco2)cc(C(F)(F)F)n1)NCc1cccs1	-5%
CN(c1ccc(C(=O)NCc2ccccn2)cc1)S(C)(=O)=O	-4%
CCc1nnc(NC(=O)Cc2ccc(OC)cc2)s1	-19%
c1ccc(-c2cnc(SCCN3CCOCC3)n2CC2CCCO2)cc1 (stereo unspecified)	18%
Cc1ccc2nc(-c3cccc(N)c3)[nH]c2c1	21µM*
CCOC(=O)c1c(NC(=O)c2c(Br)cnn2C)c(C#N)nn1-c1ccccc1	0%
N=C1C(c2nc3ccccc3s2)=C(O)CN1Cc1ccccc1	14%
COc1ccc(C(=O)NCCC2=CCCCC2)cc1OC	-16%
N#Cc1ccc(Oc2nc(Nc3ccc(F)cc3)nc(N3CCCC3)n2)cc1	-1%

Compound activity (PubChem BioAssay)
